Screens from PubChem.
UHRF1 MBD2 ctr: UHRF1 methylated DNA binding inhibitors, primary screen, counter-screen for MBD2 inhibitor project, biochemical, TR-FRET, human UHRF1, single concentration; inhibition, % at 4.4 µM; UHRF1 binding to methylated oligo; 370,000 tested, 0.75% active; in the data active means inhibition above about 21%;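 further: UHRF1 SRA domain binding a hemimethylated CpG hairpin DNA probe; 0% = median of test compound wells and 100% = reference inhibitor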
Rev-erbA mod: modulators of Rev-erb alpha DNA binding, primary screen, biochemical, FITC-DNA, fluorescence polarization, uHTS; AID 1259318, 2017; Nuclear receptor subfamily 1 group D member 1 (Homo sapiens), P20393; activity, % at 10 µM; Rev-erbα–FITC-DNA binding, 90 min; 370,000 tested, 0.79% active;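 active means activity above about 14%, limit read from the data; passing the limit was not always enough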;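 further: 0% = DMSO wells with 35 nM protein and 100% = DMSO wells with 750 nM protein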
PLC-beta3 inh: human PLC-beta3 inhibitors, primary screen, biochemical, fluorescence; 1-phosphatidylinositol 4,5-bisphosphate phosphodiesterase beta-3 (Homo sapiens), Q01970; Purified PLC-beta3, fluorogenic substrate; inhibition, % at 12.2 µM; 370,000 tested, 0.18% active; AID 720704, 2013; in the data active means inhibition above about 11%;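 further: 0% = median of compound wells on plate and 100% = full blocker control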
ASAP1 GAP inh: inhibitors of human ASAP1 ArfGAP activity, primary screen, biochemical, fluorescence polarization; Arf-GAP with SH3 domain, ANK repeat and PH domain-containing protein 1 (Homo sapiens), …; ASAP1-stimulated ARF1 GTP hydrolysis, GDP FP detection; inhibition, % at 16.5 µM; 360,000 tested, 0.19% active; AID 624377, 2012; in the data active means inhibition above about 25%;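 further: 0% = vehicle with enzyme and substrate and 100% = no enzyme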
PLCg1 inh: PLC-gamma1 enzyme inhibitors, primary screen, biochemical, fluorescence, purified enzyme. inhibition, % at 12.2 µM. 1-phosphatidylinositol 4,5-bisphosphate phosphodiesterase gamma-1 (Homo sapiens), P19174. 370,000 tested, 0.84% active. fluorogenic substrate. AID 720700, 2013; in the data active means inhibition above about 9.5%
Target sequence (P19174 whole entry, looked up): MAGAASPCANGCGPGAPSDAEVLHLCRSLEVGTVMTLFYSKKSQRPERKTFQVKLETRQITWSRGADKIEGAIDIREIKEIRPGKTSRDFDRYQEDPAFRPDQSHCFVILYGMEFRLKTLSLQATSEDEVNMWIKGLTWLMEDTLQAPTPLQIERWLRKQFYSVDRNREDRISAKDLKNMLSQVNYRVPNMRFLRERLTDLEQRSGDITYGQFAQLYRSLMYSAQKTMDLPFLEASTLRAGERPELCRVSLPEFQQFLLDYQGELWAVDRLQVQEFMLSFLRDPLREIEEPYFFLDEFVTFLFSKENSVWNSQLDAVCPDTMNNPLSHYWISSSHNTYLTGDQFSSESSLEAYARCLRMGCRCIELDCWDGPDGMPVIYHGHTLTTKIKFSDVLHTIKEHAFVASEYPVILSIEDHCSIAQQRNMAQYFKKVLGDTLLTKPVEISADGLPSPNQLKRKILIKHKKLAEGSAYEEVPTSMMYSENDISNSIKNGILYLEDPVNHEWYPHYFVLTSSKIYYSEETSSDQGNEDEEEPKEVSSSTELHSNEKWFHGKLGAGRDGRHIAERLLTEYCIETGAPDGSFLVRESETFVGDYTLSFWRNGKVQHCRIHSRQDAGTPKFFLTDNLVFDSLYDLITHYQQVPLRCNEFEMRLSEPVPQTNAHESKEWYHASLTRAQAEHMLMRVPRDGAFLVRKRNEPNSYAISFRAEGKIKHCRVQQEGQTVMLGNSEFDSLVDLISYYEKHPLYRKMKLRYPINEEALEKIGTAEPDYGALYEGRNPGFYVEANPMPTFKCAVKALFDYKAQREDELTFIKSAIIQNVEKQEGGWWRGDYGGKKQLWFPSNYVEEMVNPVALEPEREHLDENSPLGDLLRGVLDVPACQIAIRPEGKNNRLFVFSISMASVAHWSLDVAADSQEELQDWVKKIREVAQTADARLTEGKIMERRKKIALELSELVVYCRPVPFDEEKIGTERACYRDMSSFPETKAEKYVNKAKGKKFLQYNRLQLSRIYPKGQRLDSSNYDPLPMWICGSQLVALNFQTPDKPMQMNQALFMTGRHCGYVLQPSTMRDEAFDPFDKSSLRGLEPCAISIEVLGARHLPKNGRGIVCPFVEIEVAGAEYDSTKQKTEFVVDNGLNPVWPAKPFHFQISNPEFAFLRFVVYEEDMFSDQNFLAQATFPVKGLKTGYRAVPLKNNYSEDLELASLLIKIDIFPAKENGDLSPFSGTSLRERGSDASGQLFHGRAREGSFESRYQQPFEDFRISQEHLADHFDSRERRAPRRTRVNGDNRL
proKLK7 act: proKLK7 zymogen activators, primary screen, biochemical, fluorescence intensity | Kallikrein-7 (Homo sapiens), P49862 | purified proKLK7, EDANS-DABCYL substrate fluorescence; 100% is mature enzyme control, 0% vehicle | activation, % at 7 µM | 370,000 tested, 0.9% active;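 active means activation above the mean of all tested compounds plus 3 SD, computed per campaign excluding outliers beyond control limits, cut at about 13% in these data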
HGIII-sPLA2 inh: human group III sPLA2 inhibitors, primary screen, biochemical, QFRET, BODIPY PC-A2 liposome substrate; QFRET BODIPY PC-A2 liposome hydrolysis, fluorescence; inhibition, % at 12.2 µM; 370,000 tested, 0.56% active; AID 743126, 2013;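 active means inhibition above mean plus 3 SD of compounds lying within the high and low control bounds, cut at about 19% in these data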;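 further: 0% = median of test compound wells and 100% = no enzyme DMSO wells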
Tn6 DDE FP: inhibitors of Tn6 peptide binding to fibrin DD(E), primary screen, biochemical, fluorescence polarization, human fibrin, Tn6 probe; Fibrin DD(E) TRITC-Tn6 fluorescence polarization displacement; inhibition, % at 8.3 µM; 370,000 tested, 0.21% active;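 active means inhibition above a per-campaign cutoff: mean of compounds within control limits plus 3 SD, cut at about 15% in these data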;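 further: 0% = median of all compound wells on the plate and 100% = blocking peptide control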
ARFGAP1 inh: inhibitors of rat ARFGAP1 GAP activity, primary screen, biochemical, fluorescence polarization, GDP tracer | Arfgap1-stimulated ARF1 GTP hydrolysis, GDP FP detection | 360,000 tested, 0.26% active | ADP-ribosylation factor GTPase-activating protein 1 (Rattus norvegicus), Q62848 | AID 651572, 2012 | inhibition, % at 16.5 µM;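 active means inhibition above a per-plate limit, mean inhibition of low control wells plus 3 SD, cut at about 25% in these data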;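 further: 0% = DMSO wells with enzyme and 100% = wells lacking Arfgap1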
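System: truncated rat Arfgap1 GAP domain / Benchmarks: high control wells lacking Arfgap1, low control full reaction with DMSO / Times: compound-enzyme preincubation 20 min, reaction 120 min, detection 60 min, 25 °C / Repeats: one replicate per compound / Also added: human ARF1(Δ1-17)-GTP substrate / Measured by: Tracer-displacement fluorescence polarization with EDTA stop, 620/688 nm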
Tn7 DDE FP: inhibitors of Tn7 peptide binding to fibrin DD(E), primary screen, biochemical, fluorescence polarization, human fibrin, Tn7 probe | Fibrinogen beta chain (Homo sapiens), P02675 | FP displacement of FITC-Tn7 peptide from fibrin DD(E); 0% = median of compound wells per plate | inhibition, % at 8.3 µM | 370,000 tested, 0.13% active;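 active means inhibition above the mean of compounds falling within the control limits plus 3 SD of them, cut at about 14% in these data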;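 further: 0% = plate median of compound wells and 100% = 10 µM Aha-Tn7 peptide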
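Assay system: Human clot-derived fibrin DD(E) complex | Buffer or medium: Tris/NaCl/CaCl2 buffer, pH 7.8 | Repeats: One replicate per compound | Benchmarks: Aha-Tn7 high control | Measure: % inhibition scaled between sample-field median and high-control FP | Schedule: 10 min plus 3 h, room temperature | Signal: Fluorescence polarization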
Active calls of the source: *.

1: Cc1ccc(C(=O)N2c3ccccc3N=C(c3ccccc3)C2C(=O)NC(C)C)cc1 (stereo unspecified)
2: Cc1cccc(-n2nc3c(c2NC(=O)c2ccc(S(=O)(=O)N4CCOCC4)cc2)CSC3)c1C
3: CC(=O)c1ccc(-n2nnnc2SCC(=O)Nc2sc(C)c(C)c2C#N)cc1
4: CCCn1c(N)c(C(=O)COC(=O)CNC(=O)c2ccccc2OCC)c(=O)[nH]c1=O
5: NS(=O)(=O)c1ccc(N2C(=O)C3C4CC(C(Br)C4Br)C3C2=O)cc1 (stereo unspecified)
6: CC(C)N(Cc1ccccc1)C(=O)CCS(=O)(=O)c1ccc2c(c1)oc(=O)n2C
7: O=C1C2C3C=CC(C3=C(c3ccccc3)c3ccccc3)C2C(=O)N1Cc1ccccc1 (stereo unspecified)
8: CCCCN(CC)CCNc1c(N2CCN(C(=O)OCC)CC2)c(=O)c1=O
9: COc1cccc(Nc2nnc(SCc3nc4ccccc4s3)s2)c1
10: CCc1nc2cc([N+](=O)[O-])c([N+](=O)[O-])cc2[nH]1

entry no.	1	2	3	4	5	6	7	8	9	10
UHRF1 MBD2 ctr	-1.3	0.5	5.4	0.0	-1.5	2.0	0.2	-1.7	4.3	3.9
Rev-erbA mod	-0.5	-3.5	5.3	0.1	-4.7	2.4	2.1	1.2	0.3	0.1
PLC-beta3 inh	-32.4	3.1	-7.8	-7.4	-0.6	-2.3	-0.2	-1.1	-8.4	-1.1
ASAP1 GAP inh	4.1	8.5	17.7	-4.4	2.7	7.0	-5.7	-3.5	-9.6	-4.8
PLCg1 inh	-24.5	4.4	-4.8	-6.3	-1.2	1.9	-1.7	0.5	-3.3	-2.3
proKLK7 act	0.3	-0.1	0.3	-0.2	0.6	-0.2	-0.4	0.4	0.5	-0.3
HGIII-sPLA2 inh	-2.0	3.6	19.3*	-6.5	-7.5	2.5	-4.1	-0.5	-21.6	7.5
Tn6 DDE FP	3.4	5.8	-1.4	-1.1	8.2	6.6	-7.7	-1.8	-1.2	3.2
ARFGAP1 inh	-10.0	-1.3	-4.8	12.8	3.4	2.9	-9.9	-11.3	3.3	-6.6
Tn7 DDE FP	7.4	-5.8	-0.7	-2.2	3.1	-4.8	-0.2	4.6	4.5	4.1

11: CC(C)(C)c1ccc(C(CC(=O)O)NC(=O)CSc2ccccc2)cc1 (stereo unspecified)
12: COc1ccc(S(=O)(=O)N(C)c2ccc(C(=O)N3CCOCC3)cc2)cc1OC
13: O=C(NCc1ccco1)/C(=C/C=C/c1ccccc1)NC(=O)c1ccco1
14: CC(C)(C)C(=O)c1c(N)[nH]c(C(=O)c2ccccc2)c1-c1ccc(C(F)(F)F)cc1
15: Cc1ccc([N+](=O)[O-])cc1NC(=S)NC(=O)c1c(Cl)cnn1C
16: Fc1cccc2sc(Nc3nnc(-c4ccco4)o3)nc12
17: O=C(NN1C(=O)/C(=C/C=C/c2ccco2)SC1=S)c1ccncc1
18: Cc1ccc(Cl)cc1N1CCN(C(=O)COc2ccc3c(c2)CCC3)CC1
19: CCc1noc(C)c1C(=O)N1CCC(CCC(=O)Nc2cccc(OC)c2)CC1
20: CC(C)(C)c1ccc(N2C(=N)SCC2=O)cc1

entry no.	11	12	13	14	15	16	17	18	19	20
UHRF1 MBD2 ctr	0.2	4.8	0.0	-0.3	0.0	-3.6	96.7*	5.6	-0.3	-1.0
Rev-erbA mod	2.1	-3.8	-1.9	3.2	-5.5	-3.9	-27.0	-0.5	2.0	4.0
PLC-beta3 inh	2.6	0.0	-9.9	-2.3	-7.7	-339.0	-27.5	5.1	-5.7	-4.3
ASAP1 GAP inh	5.2	-2.1	2.3	17.1	3.0	3.7	-3.8	15.7	-2.8	-12.5
PLCg1 inh	-2.4	1.5	-3.6	-2.4	1.3	-259.7	7.0	-1.9	-0.3	0.8
proKLK7 act	0.1	0.1	-0.5	0.3	0.7	-1.2	0.2	0.2	0.4	-0.6
HGIII-sPLA2 inh	-9.1	18.4	2.6	14.7	3.3	-11.5	-13.3	17.6	0.3	-20.1
Tn6 DDE FP	3.8	-3.8	8.2	1.0	3.9	-7.7	0.6	6.1	0.8	-0.3
ARFGAP1 inh	-13.7	-12.2	3.5	-3.8	-7.0	-10.6	-21.5	-3.0	-7.4	-18.4
Tn7 DDE FP	-7.1	0.6	-1.6	3.8	-2.7	-3.6	-2.8	5.3	0.9	-4.5

Gathered by group: the entries above containing four or more nitrogen atoms
2: Cc1cccc(-n2nc3c(c2NC(=O)c2ccc(S(=O)(=O)N4CCOCC4)cc2)CSC3)c1C
3: CC(=O)c1ccc(-n2nnnc2SCC(=O)Nc2sc(C)c(C)c2C#N)cc1
4: CCCn1c(N)c(C(=O)COC(=O)CNC(=O)c2ccccc2OCC)c(=O)[nH]c1=O
8: CCCCN(CC)CCNc1c(N2CCN(C(=O)OCC)CC2)c(=O)c1=O
9: COc1cccc(Nc2nnc(SCc3nc4ccccc4s3)s2)c1
10: CCc1nc2cc([N+](=O)[O-])c([N+](=O)[O-])cc2[nH]1
15: Cc1ccc([N+](=O)[O-])cc1NC(=S)NC(=O)c1c(Cl)cnn1C
16: Fc1cccc2sc(Nc3nnc(-c4ccco4)o3)nc12

entry no.	2	3	4	8	9	10	15	16
UHRF1 MBD2 ctr	0.5	5.4	0.0	-1.7	4.3	3.9	0.0	-3.6
Rev-erbA mod	-3.5	5.3	0.1	1.2	0.3	0.1	-5.5	-3.9
PLC-beta3 inh	3.1	-7.8	-7.4	-1.1	-8.4	-1.1	-7.7	-339.0
ASAP1 GAP inh	8.5	17.7	-4.4	-3.5	-9.6	-4.8	3.0	3.7
PLCg1 inh	4.4	-4.8	-6.3	0.5	-3.3	-2.3	1.3	-259.7
proKLK7 act	-0.1	0.3	-0.2	0.4	0.5	-0.3	0.7	-1.2
HGIII-sPLA2 inh	3.6	19.3*	-6.5	-0.5	-21.6	7.5	3.3	-11.5
Tn6 DDE FP	5.8	-1.4	-1.1	-1.8	-1.2	3.2	3.9	-7.7
ARFGAP1 inh	-1.3	-4.8	12.8	-11.3	3.3	-6.6	-7.0	-10.6
Tn7 DDE FP	-5.8	-0.7	-2.2	4.6	4.5	4.1	-2.7	-3.6
